Screening results (PubChem BioAssay)
Shiga inhibitor – Shiga toxin inhibition; Vero cells, Shiga toxin protein synthesis inhibition reporter; inhibition, % at 38.7 µM; hit rate 9.2% among 290,000; AID 2315; in the data active means inhibition mostly above about 28%, no sharp cut-off; inactive means mostly below about 43%; further: 0% is about no effect
AMA1-RON2 inh – inhibitors of Plasmodium falciparum AMA1-RON2 interaction | AlphaScreen AMA1-biotinylated RON2 peptide binding | AID 720542 | hit rate 0.2% among 360,000 | Potency, µM (series often up to 58.2 µM), without a hit: top-dose activity change, negative = inhibition, hits mostly inhibitors;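 further: potency means the concentration at half of the fitted maximal effect; 0% = vehicle wells and -100% = peptide control; nearly all actives have a fitted effect of over 45% in size; some results filed as inactive show a strong effect at the top dose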
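AMA1 (3D7) with his tag at 25 nM final met compounds first, then biotinylated RON2 peptide at 25 nM; detection used donor plus acceptor beads, 10 µg/mL apiece, read by AlphaScreen after 30 min at room temperature.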
Cycloheximide cs – counter-screen hit for Shiga toxin inhibitors, cycloheximide; hit rate 12% among 300,000; cell reporter, cycloheximide protein synthesis inhibition counterscreen; max response, %; AID 2314; in the data active means max response mostly above about 13%, no sharp cut-off; inactive means mostly below about 14%; further: read at 38.3 µM for the half of the compounds with a filed dose; 0% is about no effect
HCMV inh – inhibitors of human cytomegalovirus; HFF cells, HCMV-luciferase reporter, 72 h; stronger effect = lower value; activity change, negative = inhibition, % at 57.5 µM; hit rate 4.5% among 410,000; in the data active means activity change below about -60%; inconclusive means no clear call, values can overlap the other calls; inactive means above about -39%; further: on the % scale 0 is the no-effect control and ±100 the full control effect
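Compounds were evaluated in HFFs infected with an HCMV luciferase reporter virus (MOI 1 PFU/cell). Luciferase in lysates collected 72 h post infection served as the replication measure.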
FBPA Giardia inh – blocks Giardia fructose-bisphosphate aldolase activity | purified Giardia FBPA | Potency, µM (series often up to 59.6 µM), for inactives: at the top dose activity, negative = inhibition, actives largely listed as inhibitors | hit rate 0.71% among 290,000 | AID 2451; further: potency means the concentration at half of the fitted maximal effect; on the % scale 0 is the no-effect control and ±100 the full control effect; nearly all actives have a fitted effect of over 55% in size
Target sequence (A8B2U2 whole entry, looked up): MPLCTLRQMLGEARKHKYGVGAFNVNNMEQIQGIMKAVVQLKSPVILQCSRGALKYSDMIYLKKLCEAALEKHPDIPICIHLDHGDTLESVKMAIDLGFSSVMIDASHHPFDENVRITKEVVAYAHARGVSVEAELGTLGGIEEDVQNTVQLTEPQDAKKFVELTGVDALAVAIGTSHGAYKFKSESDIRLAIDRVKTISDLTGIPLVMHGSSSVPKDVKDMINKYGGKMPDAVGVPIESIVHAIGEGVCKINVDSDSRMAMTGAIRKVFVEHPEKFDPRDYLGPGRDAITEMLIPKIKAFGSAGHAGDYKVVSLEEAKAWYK
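40 nM FBPA preincubated 10 min at RT with compound (up to 57.5 uM final), then substrate plus GAPDH/TPI/NAD/arsenate coupling and diaphorase/resazurin added. Fluorescence read after 20 min at RT, 525/598 nm.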
AmpC inh detg – inhibitors of E. coli AmpC beta-lactamase with detergent; AmpC hydrolysis of nitrocefin, absorbance 480 nm, 0.01% Triton; hit rate 0.041% among 370,000; P00811; Potency, µM (doses to about 114 µM), inactives show at the highest dose activity change, negative = inhibition, hits mostly inhibitors;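 further: potency means the concentration at half of the fitted maximal effect; 0% = no-compound wells and -100% = no-enzyme wells; nearly all actives have a fitted effect of over 25% in size; some results filed as inactive show a strong effect at the top dose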
Target sequence (P00811 whole entry, looked up): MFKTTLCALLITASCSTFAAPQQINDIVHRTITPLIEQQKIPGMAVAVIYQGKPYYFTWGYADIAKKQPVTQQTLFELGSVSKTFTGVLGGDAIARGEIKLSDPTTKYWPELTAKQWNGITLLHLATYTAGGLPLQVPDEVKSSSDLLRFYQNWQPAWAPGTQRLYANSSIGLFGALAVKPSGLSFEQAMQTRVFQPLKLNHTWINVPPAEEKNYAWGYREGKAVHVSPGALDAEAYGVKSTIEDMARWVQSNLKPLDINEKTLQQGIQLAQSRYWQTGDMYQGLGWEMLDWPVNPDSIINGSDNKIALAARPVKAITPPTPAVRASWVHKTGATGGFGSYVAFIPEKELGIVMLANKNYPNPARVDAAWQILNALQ
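AmpC (5.3 nM in the dispensed reagent) in 20 mM phosphate pH 7.0 with 0.01% (detergent screen) or 0.0001% Triton X-100 was preincubated with compounds for 15 min at room temperature. Nitrocefin was then added from an 800 uM solution, and hydrolysis was followed at 480 nm.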
AmpC inh no detg – blocks E. coli AmpC beta-lactamase in detergent-free assay; P00811; AmpC nitrocefin hydrolysis, absorbance 480 nm, 0.0001% Triton; Potency, µM (highest dose often 57.1 µM), without a hit: at the highest dose activity change, negative = inhibition, usual class: inhibitors; hit rate 0.52% among 330,000; AID 485341;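 further: potency means the concentration at half of the fitted maximal effect; plate controls were no compound for no effect and no enzyme for full effect; nearly all actives have a fitted effect of over 20% in size; some results filed as inactive show a strong effect at the top dose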
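AmpC (5.3 nM in the dispensed reagent) in 20 mM phosphate pH 7.0 with 0.01% (detergent screen) or 0.0001% Triton X-100 was preincubated with compounds for 15 min at room temperature. Nitrocefin was then added from an 800 uM solution, and hydrolysis was followed at 480 nm.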
Active calls of the source: *; & = joins results of further samples; [ ] = remark or other dose. Unless noted, the call rests on the fitted dose curve; in most records, active means well fitted curve in the direction sought with a large enough effect; inconclusive means small, poorly fitted or top-dose-only effect, or another doubt; inactive means no such curve, though single readings can be large; an effect the other way counts as inactive or inconclusive.

Screening O=C(COC(=O)c1ccccc1[N+](=O)[O-])NCCCc1ccccc1 returned Shiga inhibitor 70*, AMA1-RON2 inh 5%, Cycloheximide cs 38*, HCMV inh 19, FBPA Giardia inh 6%, AmpC inh detg -1% and AmpC inh no detg -16%.
CCn1cc(C(=O)Nc2ccc(F)c(F)c2)cn1 was read as Shiga inhibitor 60*, AMA1-RON2 inh -13%, Cycloheximide cs 11*, HCMV inh 71, FBPA Giardia inh 0%, AmpC inh detg -4% and AmpC inh no detg -6%.
`COc1cc(C(=O)OCn2nnc3ccccc3c2=O)cc(OC)c1OC` gave Shiga inhibitor 0, AMA1-RON2 inh -17%, Cycloheximide cs -4, HCMV inh 37, FBPA Giardia inh 6%, AmpC inh detg -9% and AmpC inh no detg 40%.
`S=C(Nc1ccc(Cc2ccncc2)cc1)Nc1cccc(Cl)c1` gave Shiga inhibitor 37, AMA1-RON2 inh 46%, Cycloheximide cs 7, HCMV inh -24, FBPA Giardia inh 0%, AmpC inh detg 1% and AmpC inh no detg -39%.
COC(=O)c1sc2ccccc2c1-n1cccc1C(=O)C(=O)Nc1ccc(F)cc1 was read as Shiga inhibitor 11, AMA1-RON2 inh -2%, Cycloheximide cs 7, HCMV inh -2, FBPA Giardia inh -12%, AmpC inh detg 13% and AmpC inh no detg -35%.
CCc1c(C)nc(SC(C(=O)O)c2ccccc2)c(C#N)c1C (stereo unspecified) was read as Shiga inhibitor -9, AMA1-RON2 inh -1%, Cycloheximide cs -5, HCMV inh -11, FBPA Giardia inh 14%, AmpC inh detg -7% and AmpC inh no detg -14%.
For CCCCn1c(SCC(N)=O)nc2c(sc3ccccc32)c1=O the results were Shiga inhibitor 35, AMA1-RON2 inh -2%, Cycloheximide cs 0, HCMV inh -38, FBPA Giardia inh -6%, AmpC inh detg -15% and AmpC inh no detg -19%.
For Cc1ccc(S(=O)(=O)/N=C2/NC(=O)/C(=C\c3cc(Br)cc(Br)c3O)S2)cc1 the results were Shiga inhibitor 37, AMA1-RON2 inh 0%, Cycloheximide cs -3, AmpC inh detg 9% and AmpC inh no detg -6%.
N#Cc1nc(COc2ccccc2)oc1N1CCN(Cc2ccccc2)CC1 was read as Shiga inhibitor -6, AMA1-RON2 inh -22%, Cycloheximide cs -1, HCMV inh 11, FBPA Giardia inh -2%, AmpC inh detg -8% and AmpC inh no detg 11%.
For Cc1cccc(NC(=O)[C@@H]2CCCN2C2=NS(=O)(=O)c3ccccc32)c1C the results were AMA1-RON2 inh 9%[11.6 µM], HCMV inh -20, AmpC inh detg inconclusive and AmpC inh no detg -6%.
Screening COc1ccc(C(=O)CCC(=O)Nc2ccc(N3CCCCC3)cc2)cc1OC returned Shiga inhibitor 9, AMA1-RON2 inh inconclusive, Cycloheximide cs -1, HCMV inh -12, FBPA Giardia inh -1%, AmpC inh detg -12% and AmpC inh no detg 26%.
`CCOCCCNC(=O)Cc1cc(=O)[nH]c(=O)[nH]1` gave Shiga inhibitor -11, AMA1-RON2 inh -7%, Cycloheximide cs -1, HCMV inh 6, FBPA Giardia inh 0%, AmpC inh detg inconclusive and AmpC inh no detg -8%.
`O=C(Nc1ccc(N2CCCC2)cc1)c1cccc(Cl)c1Cl` gave Shiga inhibitor 71*, AMA1-RON2 inh -14%, Cycloheximide cs 25*, HCMV inh -80*, FBPA Giardia inh 9%, AmpC inh detg -8% and AmpC inh no detg -28%.
Cc1c(NC(=O)Nc2ccc3c(c2)OCO3)cccc1[N+](=O)[O-] was read as Shiga inhibitor 77*, AMA1-RON2 inh 15%, Cycloheximide cs 42*, HCMV inh 13, AmpC inh detg -1% and AmpC inh no detg -40%.
Cc1cc(Br)ccc1NC(=O)C1C2CCC(O2)C1C(=O)O (stereo unspecified) was read as Shiga inhibitor -14, AMA1-RON2 inh -5%, Cycloheximide cs 1, HCMV inh -38, FBPA Giardia inh 10%, AmpC inh detg inconclusive and AmpC inh no detg -1%.
For COc1ccc(S(=O)(=O)N2CCC(C(=O)N3CCN(C)CC3)CC2)cc1Cl the results were Shiga inhibitor 20, AMA1-RON2 inh -3%, Cycloheximide cs -5, HCMV inh -7, FBPA Giardia inh 6%, AmpC inh detg 2% and AmpC inh no detg 77%[activator].
CN(c1ccccc1C(=O)O)S(C)(=O)=O was read as Shiga inhibitor -7, AMA1-RON2 inh -5%, Cycloheximide cs -3, HCMV inh -1, FBPA Giardia inh 7%, AmpC inh detg -10% and AmpC inh no detg -1%.
`O=C(c1cccs1)N1CCCC1` gave Shiga inhibitor -2, AMA1-RON2 inh 3%, Cycloheximide cs 1, HCMV inh 46, FBPA Giardia inh 7%, AmpC inh detg 1% and AmpC inh no detg -8%.
CC1(C)Cc2c(sc3c2c(=N)n(Cc2ccco2)c(=O)n3CC(=O)Nc2ccc(Cl)cc2)CO1 was read as Shiga inhibitor -2, AMA1-RON2 inh -12%, Cycloheximide cs -2, HCMV inh -24, FBPA Giardia inh 0%, AmpC inh detg -13% and AmpC inh no detg 10%.
`O=C1[C@H]2[C@H](ON3CCCC[C@H]23)C(=O)N1c1cccc(C(F)(F)F)c1` gave Shiga inhibitor -4, AMA1-RON2 inh -1%, Cycloheximide cs 1, HCMV inh -29, FBPA Giardia inh 0%, AmpC inh detg 8% and AmpC inh no detg -10%.
`CC(C)(C)C(=O)Nc1c(Br)c(C2CC2)nn1-c1ccccc1` gave Shiga inhibitor -8, AMA1-RON2 inh 1%, Cycloheximide cs 10, HCMV inh inconclusive, FBPA Giardia inh -3%, AmpC inh detg -2% and AmpC inh no detg -2%.
For Cc1cc(C)n(-c2ccc(F)cc2CN2CCN(C3CCCC3)C(CCO)C2)n1 (stereo unspecified) the results were Shiga inhibitor -9, AMA1-RON2 inh 8%, Cycloheximide cs -1, HCMV inh -33, FBPA Giardia inh 0%, AmpC inh detg 2% and AmpC inh no detg -21%.
O=C(Nc1cc(SCC(O)CO)cc([N+](=O)[O-])c1)c1ccc(-n2cnnn2)cc1 (stereo unspecified) was read as Shiga inhibitor 18, AMA1-RON2 inh -21%, Cycloheximide cs -1, HCMV inh -19, FBPA Giardia inh 1%, AmpC inh detg 3% and AmpC inh no detg -24%.
Screening CC1CCCN(C(=O)CN2C(=O)c3ccccc3S2(=O)=O)C1 (stereo unspecified) returned AMA1-RON2 inh -4%, HCMV inh 0, AmpC inh detg 1% and AmpC inh no detg -11%.

Overlap with the part before: two compounds, then new ones.
O=C(Nc1cc(SCC(O)CO)cc([N+](=O)[O-])c1)c1ccc(-n2cnnn2)cc1 (stereo unspecified) was read as Shiga inhibitor 18, AMA1-RON2 inh -21%, Cycloheximide cs -1, HCMV inh -19, FBPA Giardia inh 1%, AmpC inh detg 3% and AmpC inh no detg -24%.
Screening CC1CCCN(C(=O)CN2C(=O)c3ccccc3S2(=O)=O)C1 (stereo unspecified) returned AMA1-RON2 inh -4%, HCMV inh 0, AmpC inh detg 1% and AmpC inh no detg -11%.
COc1ccc(Cn2nnnc2C(c2cc3ccc(OC)cc3[nH]c2=O)N2CCC(C)CC2)cc1 (stereo unspecified) was read as Shiga inhibitor 18, AMA1-RON2 inh -3%, Cycloheximide cs 11, HCMV inh -40, FBPA Giardia inh inconclusive, AmpC inh detg 0% and AmpC inh no detg 0%.
CCSc1nc2c(cnn2-c2ccccc2)c(=O)n1N was read as Shiga inhibitor 50*, AMA1-RON2 inh 18%, Cycloheximide cs 46*, HCMV inh 187, FBPA Giardia inh -3%, AmpC inh detg 6% and AmpC inh no detg -20%.
Screening Cn1cc(CN2CCC(n3nccc3NC(=O)CCc3ccccc3)CC2)cn1 returned Shiga inhibitor -15, AMA1-RON2 inh 22%, Cycloheximide cs -3, HCMV inh 43, AmpC inh detg 6% and AmpC inh no detg -13%.
For CN(CC(=O)Nc1cccc(F)c1)C(=O)Cn1c(=O)cnc2ccccc21 the results were AMA1-RON2 inh -11%, HCMV inh -14, AmpC inh detg inconclusive and AmpC inh no detg -19%.
COCCNC(=O)c1ccc(C2SCC(=O)N2CCc2ccccc2)cc1 (stereo unspecified) was read as Shiga inhibitor -14, AMA1-RON2 inh -6%, Cycloheximide cs -1, HCMV inh -3, FBPA Giardia inh -6%, AmpC inh detg -18% and AmpC inh no detg 0%.
Screening CCn1c2ccccc2c2cc(NS(=O)(=O)c3ccc(C)cc3)ccc21 returned Shiga inhibitor 14, AMA1-RON2 inh -7%, Cycloheximide cs -1, HCMV inh -60*, FBPA Giardia inh -7%, AmpC inh detg -10% and AmpC inh no detg -37%.
`Cc1ccc2nc3c(cc2c1)c(NC(=O)C1CCCO1)nn3CC(C)C` (stereo unspecified) gave Shiga inhibitor -2, AMA1-RON2 inh 28%, Cycloheximide cs 7, HCMV inh -12, FBPA Giardia inh -28%, AmpC inh detg 3% and AmpC inh no detg -7%.
COc1ccc(-c2ccc(SCC(=O)Nc3nnc(C)s3)nn2)cc1 was read as Shiga inhibitor 13, AMA1-RON2 inh 1%, Cycloheximide cs 28, HCMV inh 101, FBPA Giardia inh 6%, AmpC inh detg 3% and AmpC inh no detg 4%.
`Cc1ccccc1Oc1nc2ccccc2n2cnnc12` gave Shiga inhibitor -9, AMA1-RON2 inh 4%, Cycloheximide cs -3, HCMV inh 40, FBPA Giardia inh -1%, AmpC inh detg -1% and AmpC inh no detg 19%.
`Cc1cc(C(C)(C)C)ccc1OCCN1CCCC1` gave Shiga inhibitor -24, AMA1-RON2 inh -16%, Cycloheximide cs -3, HCMV inh 10, FBPA Giardia inh -20%, AmpC inh detg 1% and AmpC inh no detg 30%.
Screening COc1ccc(CC(=O)NCc2n[nH]c(=S)n2-c2cccc(Cl)c2)cc1 returned Shiga inhibitor -14, AMA1-RON2 inh 22%, Cycloheximide cs -1, HCMV inh inconclusive, FBPA Giardia inh -7%, AmpC inh detg -10% and AmpC inh no detg -19%.
CC1C/C=C/C=C/C=C/C=C/C(O[C@@H]2O[C@H](C)[C@@H](O)[C@H](N)[C@@H]2O)CC2OC(O)(CC(O)CC3OC3/C=C/C(=O)O1)CC(O)C2C(=O)O (stereo partly specified) was read as Shiga inhibitor 9, Cycloheximide cs -1, HCMV inh -7, FBPA Giardia inh -13%, AmpC inh detg -14% and AmpC inh no detg 36%.
For Cc1ccc(CCN2CC(C(=O)NCCCN3CCCCC3)CC2=O)cc1 (stereo unspecified) the results were Shiga inhibitor -1, AMA1-RON2 inh 4%, Cycloheximide cs 1, HCMV inh 15, FBPA Giardia inh 5%, AmpC inh detg 4% and AmpC inh no detg -15%.
COc1ccc(-c2nc3ccccc3o2)cc1NC(=O)CSc1ccc(Cl)cc1 was read as Shiga inhibitor -1, AMA1-RON2 inh -8%, Cycloheximide cs 1, HCMV inh 75&5, FBPA Giardia inh -6%, AmpC inh detg -3%&-9% and AmpC inh no detg -13%.
